Screening data from PubChem.
GIRK2 act: Activators of human GIRK2-containing channels; P48051; HEK293 GIRK2/NPY4 cells, thallium flux fluorescence; activation (% efficacy), % for hits at 37.5 µM; 34,000 tested, under 10 active; AID 1259324;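 active = primary screen hit, no activity in plain HEK293 cells, and in GIRK2-only cells above 5% efficacy rising with concentration; inactive = the rest, including fluorescent compounds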;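 also: efficacy is normalized control-subtracted fluorescence 15 s after thallium addition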
Target sequence (P48051 whole entry, looked up): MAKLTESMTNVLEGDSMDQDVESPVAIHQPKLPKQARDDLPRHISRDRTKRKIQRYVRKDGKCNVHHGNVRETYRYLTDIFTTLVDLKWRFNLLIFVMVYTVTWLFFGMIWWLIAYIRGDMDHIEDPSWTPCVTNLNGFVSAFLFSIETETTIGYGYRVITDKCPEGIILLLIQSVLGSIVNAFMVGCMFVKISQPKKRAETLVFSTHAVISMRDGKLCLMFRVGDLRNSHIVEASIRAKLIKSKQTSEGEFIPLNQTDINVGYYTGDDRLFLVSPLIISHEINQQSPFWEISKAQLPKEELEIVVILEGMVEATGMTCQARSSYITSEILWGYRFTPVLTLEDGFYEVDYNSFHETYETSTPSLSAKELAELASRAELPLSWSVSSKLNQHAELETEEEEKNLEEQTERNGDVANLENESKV
Calls only; i = inactive.

The opening four records as a preview:
SMILES	GIRK2 act
O=C(c1ccccc1)C1C(=O)N(c2ccccc2)N=C1c1ccccc1 (configuration not stated)	i
O=CN1CCN(S(=O)(=O)CCCOc2ccc(F)cc2)CC1	i
CC1CCN(S(=O)(=O)c2ccc3nn(CC#N)c(=O)n3c2)CC1	i
O=C(Cc1csc(SCC(=O)c2ccccc2)n1)Nc1ccc2c(c1)OCCO2	i

The listing, from the first entry:
SMILES	GIRK2 act
O=C(c1ccccc1)C1C(=O)N(c2ccccc2)N=C1c1ccccc1 (configuration not stated)	i
O=CN1CCN(S(=O)(=O)CCCOc2ccc(F)cc2)CC1	i
CC1CCN(S(=O)(=O)c2ccc3nn(CC#N)c(=O)n3c2)CC1	i
O=C(Cc1csc(SCC(=O)c2ccccc2)n1)Nc1ccc2c(c1)OCCO2	i
O=C(c1cccs1)N1CCN(c2cc(-c3ccccc3)[nH]n2)CC1	i
COc1cc(NC(=O)c2c(OC)cccc2OC)ccc1N1CCCCC1=O	i
COc1ccc2c(c1)c(/C=C1\Oc3cc(O)cc(C)c3C1=O)cn2C	i
COc1cc(NS(=O)(=O)c2ccc3c(c2)OCCO3)ccc1N1CCCC1=O	i
Cc1nc(NCCNS(=O)(=O)c2ccc(C(F)(F)F)cc2)cc(N2CCCC2)n1	i
Cn1nnnc1SCC(=O)N1CCN(Cc2nnnn2-c2ccc(F)c(F)c2)CC1	i
Cc1cc(C(=O)Nc2nnc(Cc3ccc(Cl)s3)o2)nn1C	i
NC(=O)Cc1ccc(NC(=O)c2ccc(F)c(F)c2)cc1	i
COc1ccc(CCNC(=O)CC2CSc3nc(C)cc(=O)n32)cc1OC (configuration not stated)	i
O=C(NCCN1CCn2cc(OCc3ccccc3)c(=O)cc2C1=O)c1cccs1	i
COc1ccc(SCC2CCN(C(=O)c3ccc(Br)o3)CC2)cc1	i

Some of the entries above in a different format.
molecule | GIRK2 act
O=C(NCCN1CCn2cc(OCc3ccccc3)c(=O)cc2C1=O)c1cccs1 | i
O=C(c1cccs1)N1CCN(c2cc(-c3ccccc3)[nH]n2)CC1 | i
O=C(c1ccccc1)C1C(=O)N(c2ccccc2)N=C1c1ccccc1 (configuration not stated) | i
COc1ccc(CCNC(=O)CC2CSc3nc(C)cc(=O)n32)cc1OC (configuration not stated) | i
COc1cc(NS(=O)(=O)c2ccc3c(c2)OCCO3)ccc1N1CCCC1=O | i
O=C(Cc1csc(SCC(=O)c2ccccc2)n1)Nc1ccc2c(c1)OCCO2 | i
COc1cc(NC(=O)c2c(OC)cccc2OC)ccc1N1CCCCC1=O | i

Given field by field: part of the list above.
SMILES: COc1cc(NC(=O)c2c(OC)cccc2OC)ccc1N1CCCCC1=O
  GIRK2 act = i
SMILES: COc1cc(NS(=O)(=O)c2ccc3c(c2)OCCO3)ccc1N1CCCC1=O
  GIRK2 act = i
SMILES: O=CN1CCN(S(=O)(=O)CCCOc2ccc(F)cc2)CC1
  GIRK2 act = i
SMILES: O=C(c1ccccc1)C1C(=O)N(c2ccccc2)N=C1c1ccccc1 (configuration not stated)
  GIRK2 act = i

Following part
SMILES	GIRK2 act
O=C(Cc1csc(NC(=O)c2ccc(=O)[nH]c2)n1)NCc1ccccn1	i
COc1ccc(S(=O)(=O)CCC(=O)Nc2nc(-c3ccc4c(c3)OCO4)cs2)cc1	i
COc1cccc(NC(=O)NCCCn2nc(-c3ccco3)ccc2=O)c1	i
COc1ccc(S(=O)(=O)NCCNc2ccc(Nc3ccncc3)nn2)c(C)c1C	i
COc1ccc(CCC(=O)NCCC(O)c2cccs2)cc1 (configuration not stated)	i
NCCS(=O)(=O)c1ccccc1	i
CCCCOC(=O)Nc1ccc(N2CCOCC2)cc1	i
O=C(Nc1ccc2c(c1)N(C(=O)C1CCCC1)CC2)c1ccc(F)cc1	i
CCn1nnc2c(=O)n(CC(=O)Nc3ccc(OC)cc3)cnc21	i
O=C(c1ccc(CSc2nc(-c3ccc(Cl)cc3)cs2)o1)N1CCOCC1	i
COc1ccc(C2c3cccn3CCN2S(=O)(=O)c2ccccc2F)cc1OC (configuration not stated)	i
COc1ccc(C(CNC(=O)C(=O)NCc2ccccc2OC)N2CCOCC2)cc1 (configuration not stated)	i
COc1ccc(Cl)cc1C(=O)NCc1nn(C)c(=O)c2ccccc12	i
COc1ccccc1CNC(=O)CSc1ccc(NC(=O)c2ccccc2)nn1	i
COc1ccc(CCC(=O)NCC2CCN(C(=O)c3cccnc3SC)CC2)cc1	i
CC(C)S(=O)(=O)c1cccc(C(=O)Nc2nc(-c3ccc(Cl)s3)cs2)c1	i
COC(=O)c1ccc(NC(=O)Cn2cc(OC)c(=O)cc2CSc2nccc(C)n2)cc1	i
O=C(Nc1ccc2c(c1)N(S(=O)(=O)c1ccc(F)cc1)CCC2)c1ccc(F)cc1Cl	i
CC(=O)N1CCc2c(sc(NC(=O)C3CCCN(S(C)(=O)=O)C3)c2C(N)=O)C1 (configuration not stated)	i
Cc1cc(C)c(NC(=O)CSc2nccn3nc(-c4ccccc4)cc23)c(C)c1	i
O=C(Nc1ccc(F)c(Cl)c1)N1CCN(c2cc(-n3cccn3)ncn2)CC1	i
COc1coc(C(=O)Nc2ccc(-c3nc4ccc(C)cc4s3)cc2)cc1=O	i
COc1ccc(CCNC(=O)N2CC3CC2C(=O)O3)cc1 (configuration not stated)	i
CCCS(=O)(=O)Nc1ccc(-c2ccc(=O)n(C)n2)cc1	i
Cc1ccc(S(=O)(=O)NCCOc2ccc(-c3ccc(F)cc3)nn2)c(C)c1	i
COc1ccc(OCC(=O)Nn2cnc3c(cnn3C(C)(C)C)c2=O)cc1	i
COc1ccc(Cl)cc1C(=O)Nc1ccc2c(c1)N(C(=O)c1cccs1)CC2	i
CS(=O)(=O)N1CCC(C(=O)Nc2ccc(CC(=O)NCC(F)(F)F)cc2)CC1	i
CCCN(CCC)S(=O)(=O)c1cc2c3c(c1)CCN3C(=O)CC2	i
O=C(NCCOc1ccccc1)c1cc(Cl)ccc1[N+](=O)[O-]	i
Cn1nnc2c(N3CCN(C(=O)C4CCCCC4)CC3)ncnc21	i
Cc1ccc(-c2nnc(NC(=O)CCc3ccccc3)o2)cc1C	i
O=C(NCc1ccco1)c1nn(-c2ccc(F)cc2)cc1OCc1ccccc1	i
O=C(Nc1cc(Cl)ccc1Cl)c1cc2c(cc1Br)OCCO2	i
C=CCNC(=O)CCc1csc(NC(=O)c2ccc[nH]c2=O)n1	i
NC(=O)C1CCN(C(=O)c2ccc(=O)n(Cc3ccc(F)cc3)n2)CC1	i
CC(C)CN1C(=O)C(C)(C)COc2cc(NC(=O)c3ccco3)ccc21	i
CC(C)n1ccc(-c2nnc(NC(=O)CCSc3ccc(F)cc3)o2)n1	i
CCn1nccc1C(=O)Nc1nc(-c2ccc(Cl)cc2Cl)cs1	i
Cc1cc(=O)[nH]c(-n2nc(C)c(CCC(=O)NCc3cc(-c4ccccc4)on3)c2C)n1	i
COc1cccc(-c2cc(C(=O)NCCCN(C)C)c3c(C)nn(C4CCS(=O)(=O)C4)c3n2)c1 (configuration not stated)	i
NC(=O)Cn1nnn(-c2ccc(NC(=O)C3(c4ccc(Cl)cc4)CCCC3)cc2)c1=O	i
COc1ccc(CN(CC(=O)Nc2ccccc2)S(=O)(=O)c2cccnc2)cc1	i
CCOc1cc(C(=O)Nc2nnc(-c3ccc(C)c(C)c3)o2)cc(OCC)c1OCC	i
CCOC(=O)N1CCN(S(=O)(=O)c2ccc(C(=O)Nc3cc(C)no3)cc2)CC1	i
CNC(=O)Cn1nnn(-c2ccc(NC(=O)c3snnc3C)cc2)c1=O	i
CN(C)c1ccc(C(=S)N2CCN(C(=S)c3ccccn3)CC2)cc1	i
Cc1nnc(NC(=O)CCn2cnc3c(cnn3C(C)(C)C)c2=O)s1	i
CCOC(=O)c1sc(NC(=O)c2ccn(C(C)C)n2)c(C(=O)OCC)c1C	i
CSc1ncccc1C(=O)N1CCC(CNC(=O)C(=O)NC2CC2)CC1	i
CCOC(=O)Cn1c(C2CC(=O)N(c3ccccc3Br)C2)nc2ccccc21 (configuration not stated)	i
COc1cccc(-c2nnc3ccc(OCCNC(=O)NC4CCCCC4)nn23)c1	i
CCOC(=O)N1CCN(Cc2nc3c(c(=O)n(C)c(=O)n3C)n2CC(=O)C(C)(C)C)CC1	i
CCN(Cc1ccccc1)S(=O)(=O)c1cc(N2C(=O)CCS2(=O)=O)ccc1OC	i
CC1(C)CCC2CC1(C)CN2C(=O)NC(=O)c1ccccc1 (configuration not stated)	i
CCCC(=O)N1CCN(c2ccc(-c3ccccc3OC)nn2)CC1	i
CSc1cccc(NC(=O)Cn2cc(-c3nc(-c4cccs4)no3)ccc2=O)c1	i
Cc1nnsc1C(=O)Nc1ccc2c(c1)N(C(=O)c1ccco1)CC2	i
COc1ccc(OC)c(S(=O)(=O)Nc2ccc(OC)c(N3CCCC3=O)c2)c1	i
CCSc1nc(-c2ccccc2)c(NC(=O)C(C)Oc2ccccc2)s1 (configuration not stated)	i

Further records.
SMILES	GIRK2 act
CCOC(=O)c1c(NC(=O)c2ccn(C)n2)sc(C)c1C	i
O=S(=O)(NCC1(O)CCCC1)c1c(F)cccc1F	i
Cn1cnnc1SCCNC(=O)Cn1c(-c2cnccn2)nc2ccccc21	i
CC1CCCC(C)N1C(=O)c1cc2cccnc2n(Cc2ccccc2)c1=O (configuration not stated)	i
CC(C)(CO)NC(=O)Cc1ccc(NC(=O)CC(c2ccccc2)c2ccccc2)cc1	i
O=C(Nc1ccc(SCC(=O)N2CCN(c3ccccc3)CC2)nn1)c1cccs1	i
Cn1cccc(C(=O)NCCn2nc(-c3cccs3)n(C)c2=O)c1=O	i
O=C(c1cccc(-n2cnnn2)c1)N1CCC(Oc2nc3c(F)cc(F)cc3s2)CC1	i
O=C(NCCN1CCOC(c2ccccc2)C1)c1ccccc1 (configuration not stated)	i
CC1=CC(=C(C#N)C#N)C=C(C)O1	i
COCCNc1oc(-c2ccccc2F)nc1S(=O)(=O)c1ccccc1	i
O=C(Nc1ccc2sccc2c1)c1ccno1	i
Cn1nc(NC(=O)c2ccccc2C(F)(F)F)c2c1NC(=O)CC2c1ccco1 (configuration not stated)	i
Cc1ccc(-n2nc3c(c2NC(=O)C(=O)NCCc2ccccc2)CSC3)c(C)c1	i
COc1ccc(-c2cn(CC(=O)NCc3ccc(C(F)(F)F)cc3)nc2N(C)C)cc1	i
COc1ccccc1NC(=O)CSc1ccc(NC(=O)c2cccs2)nn1	i
Cc1ccc(S(=O)(=O)c2nc(-c3ccco3)oc2NCc2cccnc2)cc1	i
COc1ccc(S(=O)(=O)NCC(c2cccn2C)N2CCOCC2)cc1Cl (configuration not stated)	i
Cc1ccc2nc(NC(=O)CN3CCC(c4nnc(C)s4)CC3)sc2c1	i
COc1ccc(S(=O)(=O)Nc2nc(C)c(C(=O)NCc3cccc(OC)c3)s2)cc1	i
CC(C(=O)NCc1cccs1)n1nnc2ccccc2c1=O (configuration not stated)	i
Cc1onc(-c2ccccc2Cl)c1C(=O)Nc1ccc(CC(=O)NC2CC2)cc1	i
O=S(=O)(c1ccc2c(c1)CCCC2)N(Cc1ccsc1)Cc1ccccn1	i
CCOC(=O)c1ccc(NC(=O)c2cc3nc(C)ccc3o2)cc1	i
COc1ccc2nc(-c3ccc(NC(=O)C(C)(C)C)cc3)cn2n1	i
O=C(CSc1nc(-c2ccc(Cl)cc2)cs1)N1CCN(c2ccccn2)CC1	i
COc1ccc(CCn2c(N(CCO)CCO)nc3c2c(=O)[nH]c(=O)n3C)cc1	i
O=C(Nc1cccc2ccccc12)c1ccc(=O)n(Cc2cccc([N+](=O)[O-])c2)c1	i
Cc1n[nH]c(C)c1S(=O)(=O)N1CCC(Cn2c(C)nc3ccccc32)CC1	i
COc1ccc(NC(=O)c2c(OC)cccc2OC)cc1N1CCCCC1=O	i
O=C(NCc1cccs1)c1ccc(S(=O)(=O)c2ccccc2)nc1	i
O=C(NCCN1CCOC(c2ccccc2)C1)c1ccc2ccccc2c1 (configuration not stated)	i
CS(=O)(=O)N1CCC(C(=O)N2CCN(c3nc4ccccc4s3)CC2)CC1	i
O=C(C1CCCO1)N1CCc2ccc(NS(=O)(=O)c3ccc(Cl)cc3)cc21 (configuration not stated)	i
COc1ccc(Cl)cc1S(=O)(=O)Nc1ccc2c(c1)N(C(=O)c1cccs1)CC2	i
O=C(NCCN1CCOCC1)C(=O)Nc1cccc(N2CCCCC2=O)c1	i
COc1ccc(Br)c(C(=O)N2CCC(c3nnc(C(C)C)o3)CC2)c1	i
CC(C)(C)c1ccc(OCC(O)CN2CCOCC2)cc1 (configuration not stated)	i
COc1ccc(S(=O)(=O)N2CCN(c3ccc(-c4cccnc4)nn3)CC2)cc1F	i
COc1ccc(SCC2CCN(C(=O)COc3ccccc3OC)CC2)cc1	i
Cc1cc(=O)n(CC(=O)Nc2ccc(S(=O)(=O)Nc3ncccn3)cc2)cn1	i
O=C(/C=C/c1ccccc1Cl)NCCc1ccsc1	i
Cc1ccc(C)c(S(=O)(=O)NCC2CCN(Cc3ccccc3)CC2)c1	i
O=C(Cc1ccc(NC(=O)c2ccccc2C(F)(F)F)cc1)NCc1cccs1	i
COc1cccc(NC(=O)Nc2ccccc2NC(=O)c2ccsc2)c1	i
O=C(Nc1ccccc1Cl)NC1(c2nc(-c3ccsc3)no2)CCCCC1	i
Cc1nn(C2CCS(=O)(=O)C2)c2nc(-c3ccco3)cc(C(=O)Nc3ccc4c(c3)OCCO4)c12 (configuration not stated)	i
CCN1C(=O)Cc2cc(NC(=O)Nc3ccc4c(c3)OCO4)ccc21	i
CN1CCN(C(CNC(=O)C(=O)Nc2ccc(C(F)(F)F)cc2)c2cccn2C)CC1 (configuration not stated)	i
CC(C)(C)n1ncc2c(=O)n(NC(=O)COc3ccc(Cl)cc3)cnc21	i
COc1ccc(OCC(=O)NC2C=CS(=O)(=O)C2)cc1 (configuration not stated)	i
O=C(NCCCN1CCOC(c2ccccc2)C1)C(=O)NC1CC1 (configuration not stated)	i
COc1ccc(NC(=O)CSc2nnc(-c3ccc(OC)c(OC)c3)n2N)cc1	i
O=C(NC1CCCCC1)N1CCN(c2ccc3nncn3n2)CC1	i
O=C(CSC1=NS(=O)(=O)c2ccccc2N1)Nc1cc(F)ccc1F	i

Only part of the results is shown, so the mix of outcomes need not match the whole.
